All columns: NCI-60 one-dose screen, growth in % after 48 h at 10 µM unless noted; 100 = growth as untreated, 0 = no growth, -100 = all killed.
NCI-H226: NCI-H226 lung cancer | 3.5% of 79,000 active
HT29: HT29 colon cancer; 7.4% of 81,000 active
A498: A498 renal cancer cells | AID 1794774 | 5.4% of 76,000 active
RXF 393: RXF 393 renal cancer cells; 6.9% of 77,000 active
COLO 205: COLO 205 colon cancer. 7.3% of 79,000 active
NCI-H322M: NCI-H322M lung cancer; 2.7% of 80,000 active; AID 1794733
NCI-H522: NCI-H522 lung cancer. 8% of 78,000 active
NCI-H460: NCI-H460 lung cancer | AID 1794736 | 6.8% of 82,000 active
NCI-H23: NCI-H23 lung cancer; 4% of 80,000 active; AID 1794731
An asterisk follows results filed as active; & = joins results of further samples; [ ] = dose if it differs, or a comment. Rule for the calls: active = growth percent below 10; inactive = the rest. An unsorted share of the library (roughly 12% active in at least one column).

The opening eight compounds as a preview:
How did Cn1cc(C(=O)c2nc(-c3cn(C)c4ccc(F)cc34)no2)c2cc(F)ccc21 do in these assays?
NCI-H226: 89; HT29: 96; A498: 113; RXF 393: 116; COLO 205: 103; NCI-H322M: 84; NCI-H522: 79; NCI-H460: 91; NCI-H23: 92

What do the screens show for `C=C1C(=O)O[C@H]2[C@H]1CC/C(COC(=O)NCCCCCCCCNC(=O)OC/C1=C/CC[C@@]3(C)O[C@H]3[C@H]3OC(=O)C(=C)[C@@H]3CC1)=C\CC[C@@]1(C)O[C@@H]21`?
NCI-H226: -84*; HT29: -67*; A498: -89*; RXF 393: -84*; COLO 205: -65*; NCI-H322M: -26*; NCI-H522: -69*; NCI-H460: -51*; NCI-H23: -54*

How did CC[C@H](CC[C@@H](C)[C@H]1CC[C@H]2[C@@H]3/C(=C/c4ccccn4)C(=O)C4=CC(=O)CC[C@]4(C)[C@H]3CC[C@]12C)C(C)C do in these assays?
NCI-H226: 105; HT29: 112; A498: 97; RXF 393: 116; COLO 205: 118; NCI-H322M: 109; NCI-H522: 103; NCI-H460: 101; NCI-H23: 109

What do the screens show for `C1CNC(SCCOCCOCCSC2=NCCN2)=N1`?
NCI-H226: 100; HT29: 114; A498: 102; RXF 393: 121; COLO 205: 109; NCI-H322M: 98; NCI-H522: 100; NCI-H460: 103; NCI-H23: 102

How did O=C1c2nc3n(c2C(=O)c2nc4n(c21)CCCC4)CCCC3 do in these assays?
NCI-H226: 111; HT29: 104; A498: 100; RXF 393: 107; COLO 205: 116; NCI-H322M: 106; NCI-H522: 92; NCI-H460: 95; NCI-H23: 100

What do the screens show for `O=c1[nH]c(NCc2ccccc2)nc2nc(Nc3ccc(NC(=S)Nc4ccccc4)cc3)nc(-c3ccc(O)cc3O)c12`?
NCI-H226: 90; HT29: 125; A498: 101; RXF 393: 81; COLO 205: 110; NCI-H322M: 140; NCI-H522: 54; NCI-H460: 109; NCI-H23: 99

Results for C/C(=C\c1ccc(OCC(=O)O)c(Cl)c1Cl)[N+](=O)[O-] ?
NCI-H226: 110; A498: 113; RXF 393: 136; COLO 205: 112; NCI-H322M: 134; NCI-H522: 83; NCI-H460: 110; NCI-H23: 93

What do the screens show for `CC(C)C[C@H](NC(=O)Cn1ccc(NCc2ccccc2)cc1=O)B(O)O`?
NCI-H226: -75*; HT29: -15*; A498: -21*; RXF 393: -52*; COLO 205: 32; NCI-H322M: 91; NCI-H522: -21*; NCI-H460: 60; NCI-H23: 32

The listing, from the first entry:
How did Cn1cc(C(=O)c2nc(-c3cn(C)c4ccc(F)cc34)no2)c2cc(F)ccc21 do in these assays?
NCI-H226: 89; HT29: 96; A498: 113; RXF 393: 116; COLO 205: 103; NCI-H322M: 84; NCI-H522: 79; NCI-H460: 91; NCI-H23: 92

What do the screens show for `C=C1C(=O)O[C@H]2[C@H]1CC/C(COC(=O)NCCCCCCCCNC(=O)OC/C1=C/CC[C@@]3(C)O[C@H]3[C@H]3OC(=O)C(=C)[C@@H]3CC1)=C\CC[C@@]1(C)O[C@@H]21`?
NCI-H226: -84*; HT29: -67*; A498: -89*; RXF 393: -84*; COLO 205: -65*; NCI-H322M: -26*; NCI-H522: -69*; NCI-H460: -51*; NCI-H23: -54*

How did CC[C@H](CC[C@@H](C)[C@H]1CC[C@H]2[C@@H]3/C(=C/c4ccccn4)C(=O)C4=CC(=O)CC[C@]4(C)[C@H]3CC[C@]12C)C(C)C do in these assays?
NCI-H226: 105; HT29: 112; A498: 97; RXF 393: 116; COLO 205: 118; NCI-H322M: 109; NCI-H522: 103; NCI-H460: 101; NCI-H23: 109

What do the screens show for `C1CNC(SCCOCCOCCSC2=NCCN2)=N1`?
NCI-H226: 100; HT29: 114; A498: 102; RXF 393: 121; COLO 205: 109; NCI-H322M: 98; NCI-H522: 100; NCI-H460: 103; NCI-H23: 102

How did O=C1c2nc3n(c2C(=O)c2nc4n(c21)CCCC4)CCCC3 do in these assays?
NCI-H226: 111; HT29: 104; A498: 100; RXF 393: 107; COLO 205: 116; NCI-H322M: 106; NCI-H522: 92; NCI-H460: 95; NCI-H23: 100

What do the screens show for `O=c1[nH]c(NCc2ccccc2)nc2nc(Nc3ccc(NC(=S)Nc4ccccc4)cc3)nc(-c3ccc(O)cc3O)c12`?
NCI-H226: 90; HT29: 125; A498: 101; RXF 393: 81; COLO 205: 110; NCI-H322M: 140; NCI-H522: 54; NCI-H460: 109; NCI-H23: 99

Results for C/C(=C\c1ccc(OCC(=O)O)c(Cl)c1Cl)[N+](=O)[O-] ?
NCI-H226: 110; A498: 113; RXF 393: 136; COLO 205: 112; NCI-H322M: 134; NCI-H522: 83; NCI-H460: 110; NCI-H23: 93

What do the screens show for `CC(C)C[C@H](NC(=O)Cn1ccc(NCc2ccccc2)cc1=O)B(O)O`?
NCI-H226: -75*; HT29: -15*; A498: -21*; RXF 393: -52*; COLO 205: 32; NCI-H322M: 91; NCI-H522: -21*; NCI-H460: 60; NCI-H23: 32

How did C=C(C)C(=O)OCCC(C)OC (stereo unspecified) do in these assays?
NCI-H226: 97; HT29: 88; A498: 89; RXF 393: 109; COLO 205: 106; NCI-H322M: 95; NCI-H522: 85; NCI-H460: 100; NCI-H23: 103

How did CC(=O)Nc1ccc2c(c1)CN1C(=O)c3ccccc3C1=N2 do in these assays?
NCI-H226: 97; HT29: 98; A498: 98; COLO 205: 103; NCI-H322M: 96; NCI-H522: 116; NCI-H460: 102; NCI-H23: 105

What do the screens show for `O=C(O)c1ccccc1C(=O)OCc1ccccc1`?
NCI-H226: 108; HT29: 98; A498: 104; RXF 393: 95; COLO 205: 122; NCI-H322M: 116; NCI-H522: 102; NCI-H460: 106; NCI-H23: 102

How did CCC(CC(Br)C(=O)O)NC(=O)c1ccccc1 (stereo unspecified) do in these assays?
NCI-H226: 97; HT29: 102; A498: 97; RXF 393: 108; COLO 205: 114; NCI-H322M: 99; NCI-H522: 89; NCI-H460: 111; NCI-H23: 98

What do the screens show for `C#C[C@]1(CO)O[C@@H](n2cnc3c(N)nc(F)nc32)C[C@@H]1O`?
NCI-H226: 97; HT29: 99; A498: 105; RXF 393: 125; COLO 205: 91; NCI-H322M: 105; NCI-H522: 79; NCI-H460: 102; NCI-H23: 99

How did C#COc1cccc(Nc2c(C#N)cnc3ncc(NC(=O)CCl)cc23)c1 do in these assays?
NCI-H226: 57[6.25 µM]; HT29: 3.1*[6.25 µM]; A498: 57[6.25 µM]; RXF 393: 54[6.25 µM]; COLO 205: 17[6.25 µM]; NCI-H322M: 53[6.25 µM]; NCI-H522: -69*[6.25 µM]; NCI-H460: 12[6.25 µM]; NCI-H23: 60[6.25 µM]

How did CCOC(=O)c1sc(/N=C2\C(=O)Nc3ccc(Cl)cc32)nc1C do in these assays?
NCI-H226: 103; HT29: 92; RXF 393: 105; COLO 205: 109; NCI-H322M: 97; NCI-H522: 82; NCI-H23: 90

Results for O=c1oc2ccc(-c3ccc(F)cc3F)cc2c(=O)n1-c1ccc(F)c(F)c1 ?
NCI-H226: 6.7*; HT29: 89; A498: -43*; RXF 393: -28*; COLO 205: 83; NCI-H322M: 6.5*; NCI-H522: -2.5*; NCI-H460: 2.7*; NCI-H23: 2.2*

What do the screens show for `COc1ccc(CCNC(=O)c2cccc(Cl)c2)cc1OC`?
NCI-H226: 99; HT29: 105; A498: 87; RXF 393: 140; COLO 205: 113; NCI-H322M: 108; NCI-H522: 109; NCI-H460: 94; NCI-H23: 96

What do the screens show for `CC1=C(C)Cc2c(OC(=O)c3ccccc3)ccc(OC(=O)c3ccccc3)c2C1`?
NCI-H226: 99; HT29: 92; A498: 118; RXF 393: 138; COLO 205: 132; NCI-H322M: 113; NCI-H522: 106; NCI-H460: 110; NCI-H23: 85

What do the screens show for `COc1cc2c(C#N)n3c(c2cc1OC)C(=O)C(c1ccccc1)Oc1ccccc1-3` (stereo unspecified)?
NCI-H226: 22; HT29: 50; A498: 52; COLO 205: 80; NCI-H322M: 85; NCI-H522: -32*; NCI-H460: 67; NCI-H23: 21

How did O/N=C/c1ccc(Cl)cc1Cl do in these assays?
NCI-H226: 102; HT29: 112; RXF 393: 193; COLO 205: 123; NCI-H322M: 93; NCI-H522: 86; NCI-H460: 114; NCI-H23: 106

Results for CCCCOc1nc2ccc(C)cc2cc1/C=C/C(=O)/C=C/c1ccc(Cl)cc1 ?
NCI-H226: 94; HT29: 83; A498: 102; RXF 393: 111; COLO 205: 96; NCI-H322M: 89; NCI-H522: 68; NCI-H460: 98; NCI-H23: 99

Results for O=C(CI)NC(Cc1ccccc1)C(=O)O (stereo unspecified) ?
NCI-H226: 106; HT29: 114; A498: 104; RXF 393: 113; COLO 205: 112; NCI-H322M: 96; NCI-H522: 94; NCI-H460: 106; NCI-H23: 99

How did COc1ccc(/C(=C\c2ccccc2)C(=O)O)cc1 do in these assays?
NCI-H226: 93&94; HT29: 110&119; A498: 103; RXF 393: 113&104; COLO 205: 94&122; NCI-H322M: 98&118; NCI-H522: 105&108; NCI-H460: 100&98; NCI-H23: 102&103

Results for Fc1ccc(-c2nnc(COc3ccc(Cl)cc3Cl)o2)cc1 ?
NCI-H226: 100; HT29: 73; A498: 96; RXF 393: 108; COLO 205: 117; NCI-H322M: 104; NCI-H522: 61; NCI-H460: 106; NCI-H23: 99

Results for COC(=O)C(Cc1ccccc1)NC(=O)NC(=O)NC(=O)CI (stereo unspecified) ?
NCI-H226: 83; HT29: 50; A498: 124; RXF 393: 64; COLO 205: 25; NCI-H322M: 108; NCI-H522: -82*; NCI-H460: 92; NCI-H23: 63

What do the screens show for `COc1ccc(-c2c(C#N)c(N)nn2-c2ncc(C#N)c(N)n2)cc1`?
NCI-H226: 90; HT29: 99; A498: 84; RXF 393: 88; COLO 205: 101; NCI-H322M: 96; NCI-H522: 94; NCI-H460: 89; NCI-H23: 95

Results for O=C(N/N=C/c1ccc(F)cc1)c1ccccc1Nc1ccnc(C(F)(F)F)c1 ?
NCI-H226: 83; HT29: 105; A498: 102; RXF 393: 103; COLO 205: 140; NCI-H322M: 99; NCI-H522: 85; NCI-H460: 102; NCI-H23: 87

Results for COc1ccc(NC(=O)Cn2c(/C=C/c3ccc(N(C)C)cc3)nc3ccccc3c2=O)cc1 ?
NCI-H226: -15*; HT29: 45; A498: 57; COLO 205: 47; NCI-H322M: 46; NCI-H522: 44; NCI-H460: 20; NCI-H23: 50

Results for O=[N+]([O-])c1ccc(-c2cc3c(Nc4ccc(Sc5nc6ccccc6s5)c(Cl)c4)ncnc3s2)cc1 ?
NCI-H226: 76; HT29: 14; A498: -0.9*; RXF 393: 69; NCI-H322M: 55; NCI-H522: 30; NCI-H460: 12; NCI-H23: 20

Results for O=C(Nc1ccc(NS(=O)(=O)c2ccccc2)c(Cl)c1)c1ccccc1 ?
NCI-H226: 104; HT29: 91; A498: 95; RXF 393: 116; COLO 205: 112; NCI-H322M: 95; NCI-H460: 113; NCI-H23: 108

Results for Cc1ccc(S(=O)(=O)Nc2ccc3ncccc3c2)cc1 ?
NCI-H226: 80; HT29: 98; A498: 80; RXF 393: 91; COLO 205: 103; NCI-H322M: 100; NCI-H522: 80; NCI-H460: 86; NCI-H23: 58

What do the screens show for `C/C=C/C=C1/OC(C)=C(C(C)=O)C1=O`?
NCI-H226: 97; HT29: 104; A498: 114; RXF 393: 122; COLO 205: 110; NCI-H322M: 116; NCI-H522: 116; NCI-H460: 104; NCI-H23: 106

How did Clc1ccc(N/N=C(/c2ccccc2)c2ccccn2)nc1 do in these assays?
NCI-H226: 27; HT29: 36; A498: 53; RXF 393: 75; COLO 205: 25; NCI-H322M: 40; NCI-H522: 61; NCI-H460: 29; NCI-H23: 30

What do the screens show for `Oc1ccc(/C=N/N=C(/c2ccccc2)c2ccc3nc(-c4ccc(O)cc4)[nH]c3c2)cc1`?
NCI-H226: 89; HT29: 74; A498: 87; RXF 393: 102; COLO 205: 50; NCI-H322M: 91; NCI-H522: 76; NCI-H460: 92; NCI-H23: 91

What do the screens show for `O=C(CCCCCCCCC(=O)Nc1cccc(C2=NCCN2)c1)Nc1cccc(C2=NCCN2)c1`?
NCI-H226: 101; HT29: 82; A498: 93; RXF 393: 108; COLO 205: 92; NCI-H322M: 105; NCI-H522: 70; NCI-H460: 94; NCI-H23: 76

Results for COc1cccc(/C=N/NC(=S)NC2CC3CCC2C3)c1O (stereo unspecified) ?
HT29: 94; A498: 52; RXF 393: 52; COLO 205: 105; NCI-H322M: 62; NCI-H522: 65; NCI-H460: 3.7*; NCI-H23: 71

How did CCN(CC)C(=O)N1CCN(C)CC1 do in these assays?
NCI-H226: 100; HT29: 109; A498: 108; RXF 393: 113; COLO 205: 107; NCI-H322M: 99; NCI-H522: 106; NCI-H460: 106; NCI-H23: 107

Results for COc1cc(NC(=O)CN2CCN(c3cc(=O)n(-c4ccccc4)c4ccccc34)CC2)cc(OC)c1OC ?
NCI-H226: 101; HT29: 110; A498: 92; RXF 393: 111; COLO 205: 109; NCI-H322M: 94; NCI-H522: 98; NCI-H460: 108; NCI-H23: 105

How did Oc1ccc(SCCCCCCSc2ccc(O)cc2)cc1 do in these assays?
NCI-H226: 83; HT29: 99; A498: 107; RXF 393: 78; COLO 205: 98; NCI-H322M: 98; NCI-H522: 40; NCI-H460: 54; NCI-H23: 72

What do the screens show for `Cc1ccc(-c2cc(-c3cccc(OCC(=O)O)c3)[nH]c(=O)c2C#N)cc1`?
NCI-H226: 101; HT29: 104; A498: 98; RXF 393: 97; COLO 205: 114; NCI-H322M: 103; NCI-H522: 95; NCI-H460: 103; NCI-H23: 105

Fetched one by one from the list above, two records:
What do the screens show for `COc1cc2c(C#N)n3c(c2cc1OC)C(=O)C(c1ccccc1)Oc1ccccc1-3` (stereo unspecified)?
NCI-H226: 22; HT29: 50; A498: 52; COLO 205: 80; NCI-H322M: 85; NCI-H522: -32*; NCI-H460: 67; NCI-H23: 21

What do the screens show for `C#C[C@]1(CO)O[C@@H](n2cnc3c(N)nc(F)nc32)C[C@@H]1O`?
NCI-H226: 97; HT29: 99; A498: 105; RXF 393: 125; COLO 205: 91; NCI-H322M: 105; NCI-H522: 79; NCI-H460: 102; NCI-H23: 99
